# Fam108B counter: Fam108B inhibition, counter-screen for RBBP9 inhibitors | recombinant Fam108B, FP-Rh probe fluorescence polarization | inhibition, % at 9.51 µM | hit rate 0.33% among 300,000;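 active = inhibition above the screen mean inhibition plus 3 SD, computed separately per campaign, cut at about 18% in these data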;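 note: inhibitors lower polarization as less probe binds the enzyme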
# Efflux pump inh: antifungal efflux pump inhibition, Nile Red retention | S. cerevisiae Candida pump triplex | inhibition, % at 10 µM | hit rate 0.44% among 330,000 | AID 485275;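 active = plate passing quality check with inhibition over a set limit, or well fluorescence over plate mean plus 4 SD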;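 note: Nile Red retained in pooled yeast measured as flow cytometry median fluorescence; 0% = buffer negative control and 100% = Enniatin B positive control; higher means more Nile Red kept so more efflux inhibition; some compounds called inactive have numbers as strong as hits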
# ZTA DNA inh: ZTA (EBV) inhibition in EBNA-1 counter-screen; P03206; ZTA-DNA binding, fluorescence polarization; inhibition, % at 11 µM; hit rate 0.15% among 320,000; AID 2234; in the data active = inhibition above about 33%
# CR mimetic SO: lowers age-related superoxide in aged yeast cells; S. cerevisiae aged cells, superoxide DHE fluorescence; stronger effect = lower value; AID 2690; superoxide response (% of plate mean), % at 10 µM; hit rate 0.18% among 330,000;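 active = superoxide response under a set limit, about three screen SD below normal, cut at about 65% in these data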;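 note: yeast aged for seven days with compound at 30 °C before DHE staining; 100% = average MFI of all compound-treated wells on the plate with controls excluded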
# MEX-5 binding: C. elegans MEX-5 TCR-2 RNA binding activity. hit rate 0.38% among 300,000. Q9XUB2. MEX-5/FITC-TCR2 RNA binding, fluorescence polarization; stronger effect = lower value. AID 1832. activity score (negative = inhibition of binding), % at 10 µM;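 active = inhibition past about -25% in most replicates, and total fluorescence under double the plate's negative control median, limit read from the data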;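 note: 0% = DMSO and -100% = 5 µM competing unlabeled TCR2 RNA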
# Target sequence (Q9XUB2 whole entry, looked up): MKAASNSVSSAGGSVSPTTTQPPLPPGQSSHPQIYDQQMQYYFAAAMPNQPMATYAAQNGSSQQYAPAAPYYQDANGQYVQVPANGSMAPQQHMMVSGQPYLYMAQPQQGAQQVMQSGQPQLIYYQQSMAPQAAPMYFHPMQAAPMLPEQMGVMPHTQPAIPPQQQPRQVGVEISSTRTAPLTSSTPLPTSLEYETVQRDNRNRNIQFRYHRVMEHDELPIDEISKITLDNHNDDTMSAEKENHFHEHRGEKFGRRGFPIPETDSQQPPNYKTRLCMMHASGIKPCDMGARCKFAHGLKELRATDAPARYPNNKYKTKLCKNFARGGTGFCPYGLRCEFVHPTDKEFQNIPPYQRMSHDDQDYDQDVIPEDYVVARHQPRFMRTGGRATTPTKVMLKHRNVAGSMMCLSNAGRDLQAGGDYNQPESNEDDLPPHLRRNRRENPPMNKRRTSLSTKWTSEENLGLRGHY
# EBNA-1 inhibitor: blocks EBNA-1 binding to DNA; EBNA-1 DNA binding, fluorescence polarization; inhibition, % at 14.8 µM; hit rate 0.34% among 300,000; AID 1950; in the data active = inhibition above about 28%
# Bcl-xL primary: Bcl-xL (human) inhibition; inhibition, % at 10.9 µM; hit rate 0.7% among 320,000; GST-Bcl-xL / FITC-Bim BH3 peptide fluorescence polarization; AID 2129; Q07817;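 active = inhibition above the mean of all tested compounds plus 3 SD, cutoff set per campaign, cut at about 30% in these data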;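 note: 0% = DMSO wells and 100% = unlabeled Bim-BH3 peptide competitor; inhibitors lower millipolarization by displacing the labeled peptide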
# MCL1 BIM primary: inhibitors of human MCL1 binding to BIM-BH3 peptide | Q07820 | GST-MCL1 / FITC-Bim-BH3 fluorescence polarization | inhibition, % at 10.9 µM | hit rate 0.68% among 320,000;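 active = inhibition above the mean inhibition of all tested compounds plus 3 SD, set per campaign, cut at about 40% in these data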;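 note: 0% = DMSO wells and 100% = unlabeled Bim-BH3 peptide control; higher means more loss of mP so more displacement of Bim peptide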
# GLD-1 TGE inh: GLD-1-TGE RNA interaction inhibition (C. elegans); hit rate 0.44% among 320,000; inhibition, % at 5.96 µM; purified GLD-1 + fluorescein TGE RNA, fluorescence polarization; AID 2280; Q17339;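 active = percent inhibition above a per-plate cutoff, the plate mean of test compounds plus 3 SD, cut at about 30% in these data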;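 note: 0% = DMSO wells with GLD-1 and probe and 100% = wells lacking GLD-1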
# Target sequence (Q17339 whole entry, looked up): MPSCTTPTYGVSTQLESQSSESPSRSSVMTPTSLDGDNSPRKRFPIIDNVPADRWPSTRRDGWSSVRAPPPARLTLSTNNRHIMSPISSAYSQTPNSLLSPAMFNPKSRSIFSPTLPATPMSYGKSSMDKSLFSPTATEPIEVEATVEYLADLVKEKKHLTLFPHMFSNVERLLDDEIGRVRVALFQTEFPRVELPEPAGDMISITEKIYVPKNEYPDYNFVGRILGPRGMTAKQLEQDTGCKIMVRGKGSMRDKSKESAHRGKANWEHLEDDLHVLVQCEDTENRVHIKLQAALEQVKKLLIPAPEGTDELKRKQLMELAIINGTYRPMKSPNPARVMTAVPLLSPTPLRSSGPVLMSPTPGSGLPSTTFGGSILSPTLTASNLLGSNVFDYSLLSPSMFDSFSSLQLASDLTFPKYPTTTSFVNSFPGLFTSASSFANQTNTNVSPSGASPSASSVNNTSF
# The depositor's hits bear a star; x = no result given. Compounds were not picked by outcome. About 2.3% of those tested had a hit in this group.
SMILES,Fam108B counter,Efflux pump inh,ZTA DNA inh,CR mimetic SO,MEX-5 binding,EBNA-1 inhibitor,Bcl-xL primary,MCL1 BIM primary,GLD-1 TGE inh
CCOC(=O)C1CCN(C(=O)c2ccc(Cl)c(S(=O)(=O)N3CCOCC3)c2)CC1,0,-0.1,1,86,-2.2,-1,1,-7,11
COc1ccc(CCNC(N)=S)cc1OC,-3,0.0,0,112,1.4,-1,4,15,0
S=c1[nH]cc(-c2ccccc2)n1-c1cccc(Cl)c1,-1,0.0,-23,111,0.3,1,-5,-4,-3
CC[N+](CC)(CC=C(C)C)CC(=O)OC,3,0.2,0,96,-1.1,-6,1,-6,12
COc1ccc(-c2cc(C(F)(F)F)nc(SCC(=O)Nc3cc(C)on3)n2)cc1OC,-4,0.0,-3,107,1.8,-3,4,6,-2
CCC(=O)N1c2ccc(S(=O)(=O)N3CCN(CC)CC3)cc2CC1C (stereo not given),0,0.1,-6,95,-1.8,-12,4,2,0
CCn1c(SCC(=O)Nc2nccs2)nnc1-c1ccc(S(=O)(=O)N2CCCCCC2)cc1,-3,-0.1,0,103,0.7,0,-1,1,2
Cc1c(Br)c([N+](=O)[O-])nn1CC(=O)c1ccccc1,-1,0.1,10,104,-1.5,-3,4,3,-3
CC1(C)CC(=O)C/C(=N\NC(=O)CCc2ccc(S(=O)(=O)N3CCOCC3)cc2)C1,1,0.0,11,103,-8.6,-2,1,2,-2
CSc1ccccc1NC(=O)c1cccnc1,5,-0.1,5,93,-1.5,-5,0,3,5
O=C(NCC1CCCO1)c1ccc(S(=O)(=O)N2CCCCC2)cc1 (stereo not given),2,0.0,-16,88,2.2,-18,1,-3,-2
O=C(CCC1CCCCC1)Nc1ccc(S(=O)(=O)Nc2nccs2)cc1,6,0.0,-1,98,-3.0,5,3,2,4
Cc1cccc(N2C(=NC(=O)c3ccccc3)SC3CS(=O)(=O)CC32)c1 (stereo not given),2,-0.2,9,96,0.7,4,6,1,6
COc1cccc2cc(C(=O)N3CCN(C/C=C/c4ccccc4)CC3)c(=O)oc12,0,0.1,10,104,-0.7,-2,6,5,-2
O=[N+]([O-])c1cc(-c2nc3nc4ccccc4nc3n2CCc2ccccc2)cc([N+](=O)[O-])c1,9,0.1,-2,89,-1.7,-9,5,1,-3
Cc1ccnc(NC(=O)c2oc3ccccc3c2C)c1,1,-0.1,-2,105,-0.7,6,-1,-4,-7
CCN1C(=O)C(CC(=O)Nc2ccc(OC)cc2)N(Cc2cccnc2)C1=S (stereo not given),0,0.3,-10,135,-1.1,-2,-6,8,4
O=C1C2C3C=CC(C3)C2C(=O)N1CC1CCCO1 (stereo not given),0,0.0,2,105,-0.2,1,6,8,8
O=S(=O)(c1ccccc1)c1ccc(NCc2ccco2)cc1,-4,0.1,-3,72,1.9,-7,-1,-7,2
O=C1c2ccc(Cl)cc2S(=O)(=O)c2cccc(C(=O)N3CCC(Cc4ccccc4)CC3)c21,x,0.5,-3,106,x,x,10,7,-1
Cc1nn(Cc2ccc(F)cc2)c2sc(C(=O)Nc3ccc(N4CCOCC4)cc3N3CCOCC3)cc12,9,0.1,-8,98,-1.6,-11,2,3,6
COc1ccc(-c2cc(C(=O)NC3CCCC3)no2)cc1,1,-0.1,3,99,-2.2,7,8,13,14
COCCNC(=O)c1n[nH]c2ccccc12,-4,0.2,8,97,-1.2,-13,3,5,7
COc1ccc(N2CCN(/C(=N\S(=O)(=O)c3ccccc3)Nc3nc(C)cc(C)n3)CC2)cc1,0,0.1,-2,88,-0.1,-4,7,9,5
O=S(=O)(NCC1CCCO1)c1ccc(S(=O)(=O)N(Cc2ccc(F)cc2)Cc2ccco2)cc1 (stereo not given),4,0.1,4,108,2.6,-7,-3,0,4
O=C(N/N=C/c1ccccc1Br)C1CC1,-2,0.2,-14,95,2.7,-8,-5,-9,3
Cc1ccccc1OCC(=O)Nc1ccc(N2CCN(C)CC2)c(Cl)c1,5,0.0,-12,92,-4.1,-5,4,4,7
CC1(C)Cc2nc3nc(SCC(=O)NCCc4ccccc4)n(-c4ccccc4)c(=O)c3cc2CO1,-8,0.2,-9,105,0.5,-9,-3,-1,-2
O=C(CN1CCN(Cc2ccccc2)CC1)Nc1cccc(Br)c1,-2,0.1,10,100,2.1,7,0,-1,3
Cc1[nH][nH]c(=O)c1C(c1ccc(Cl)cc1)c1c(C)[nH][nH]c1=O,-1,0.0,10,94,-2.1,5,1,0,6
N#C/C=C1\n2c(nc3ccccc32)OC12CCCCC2,-6,0.0,-6,105,-4.0,-11,4,6,0
COc1ccc(C(=O)O/N=C(\C)c2ccccc2)cc1,-2,0.1,9,92,4.1,0,5,4,-1
Cc1cc(C)c(OCC(=O)OCC(=O)NC2CCC(C)CC2)c(C)c1 (stereo not given),0,-0.1,-15,91,-1.6,-1,19,-5,1
Cc1cc(=O)oc2ccc(OCC(=O)O)cc12,2,0.1,9,111,-1.9,6,0,0,2
Cn1cccc1C(=O)OCC(=O)Nc1ccc2c(c1)CCC2,-4,0.1,1,115,-0.7,-15,0,-3,4
CCN(CCn1cccn1)Cc1ccccc1OCC(O)CN1CCc2ccccc2C1 (stereo not given),-4,0.5,5,95,2.7,-10,-12,-17,-6
CC(C(=O)N1CCc2ccccc21)n1cnc2c1c(=O)n(C)c(=O)n2C (stereo not given),x,-0.2,0,70,x,x,-2,-2,4
Cc1nnc(SCC(=O)Nc2ncc3c(n2)CC(C)(C)CC3=O)s1,-1,0.2,18,109,1.6,-2,-3,-1,3
O=C(NCCCN1CCOCC1)NC12CC3CC(CC(C3)C1)C2,-8,0.2,-8,121,-0.4,-3,0,4,-2
Cc1ccc(-c2nc(CS(=O)CC(=O)N3CCN(c4ccccc4)CC3)c(C)o2)cc1 (stereo not given),-5,0.1,0,84,4.6,-4,5,6,0
CCOC(=O)c1c(C)[nH]c(C)c1C(=O)CN1C(=O)NC(CC(C)C)C1=O (stereo not given),-1,0.1,6,97,3.0,-14,-6,-4,-1
COc1cc(/C=C/C(=O)OCC(=O)N2CCCC2)ccc1OCC#N,x,-0.2,-9,80,x,x,0,-17,0
Cc1cccc(NC(=O)C2CCN(C(=O)NCc3ccccc3)CC2)c1C,0,-0.1,-7,85,-1.3,8,8,5,-2
CN(C)CCCN(C(=O)C1COc2ccccc2O1)c1nc2ccc(F)cc2s1 (stereo not given),1,0.0,-15,90,1.3,-2,4,-3,1
Cc1ccc(S(=O)(=O)NC(=O)Nc2cc(C(C)(C)C)on2)cc1,3,0.1,9,97,0.0,9,2,-1,-1
Cc1ccc(C(OCC(O)CNCc2ccc(F)cc2)c2ccccc2)cc1 (stereo not given),0,0.1,8,113,-0.7,-1,3,0,1
Cc1ccc(C)c(OCC(O)CN2C(C)CCCC2C)c1 (stereo not given),-2,0.0,-16,89,-0.6,10,1,-7,5
CS(=O)(=O)N(CC(=O)NCc1ccco1)c1ccccc1Cl,-2,0.1,3,107,0.9,-8,4,1,0
COc1ccc(OCC(=O)NNC(=O)CCc2ccccc2)cc1,4,-0.1,2,86,3.8,7,4,4,-5
Cc1cc(C)c(S(=O)(=O)c2ccccc2C)c(Cl)n1,2,0.0,9,84,1.1,2,9,7,2

# The results go on:
SMILES,Fam108B counter,Efflux pump inh,ZTA DNA inh,CR mimetic SO,MEX-5 binding,EBNA-1 inhibitor,Bcl-xL primary,MCL1 BIM primary,GLD-1 TGE inh
C=CCn1c(-c2sccc2C)n[nH]c1=S,-1,-0.1,10,126,-0.1,4,-4,-4,6
Nc1nc(NCc2ccccc2)nc(Nc2cccc(F)c2)c1[N+](=O)[O-],-8,0.0,5,106,-1.9,9,0,6,-3
O=C(CCNC(=O)N1CC(=O)Nc2ccccc21)NCc1ccc(F)cc1,0,-0.1,1,114,1.4,-11,4,-1,-1
CCOC(=O)N1CCN(C(=O)c2ccc3c(=O)n(Cc4ccc(Cl)cc4)c(=S)[nH]c3c2)CC1,-1,-0.1,-3,84,2.3,5,0,5,-1
C=CCN1C(=O)C(O)(CC(=O)c2ccco2)c2cc(Br)ccc21 (stereo not given),11,0.0,-3,103,0.1,8,1,-3,-5
Cc1cc(C)c2[nH]c3nc(SCC(=O)O)nnc3c2c1,2,-0.1,-10,99,-0.9,3,6,5,12
O=[N+]([O-])c1ccc(COc2cccnc2)cc1,1,-0.1,-4,89,0.2,9,5,-1,0
c1ccc(CCc2ccncc2)cc1,-4,-0.1,-2,107,2.5,-5,-1,-1,1
CCCC1=NN2C(=N)/C(=C\c3cc(C)n(Cc4ccccc4)c3C)C(=O)N=C2S1,-3,0.1,2,111,1.4,-1,-5,7,-6
CCC(=O)N1CCc2cc(S(=O)(=O)CCC(=O)NCc3cccs3)ccc21,2,0.1,-10,94,1.9,0,4,-1,-4
CCCS(=O)(=O)N1CCc2ccc(NC(=O)c3ccccc3Cl)cc2C1,-1,0.0,25,100,-2.0,7,-6,-8,5
COC(=O)C1(C(=O)OC)NOC2C(=O)N(N(C)c3ncc(C(F)(F)F)cc3Cl)C(=O)C21 (stereo not given),4,0.0,-10,99,1.4,-9,-2,-6,1
COC(CC(=O)NNC(=S)Nc1ccc(Cl)cc1)OC,3,-0.1,-20,95,1.1,-2,0,10,7
CS(=O)(=O)NCCNc1ccc(Cl)cc1[N+](=O)[O-],-1,0.0,-8,111,0.9,3,1,8,-7
CC(Sc1nc(N)cc(N)n1)C(=O)Nc1ccc(N2CCOCC2)cc1 (stereo not given),x,0.0,-9,99,x,x,-4,0,-4
O=c1c(Br)c(N2CCCCC2)cnn1-c1ccccc1,1,0.1,-1,97,1.1,-6,0,1,6
COc1ccccc1C(=O)C1CCCN(C(=O)c2cccc(Cn3cccn3)c2)C1 (stereo not given),-4,-0.2,18,116,-2.7,-2,5,-4,1
N/C(=N\OC(=O)c1ccc(Cl)cc1[N+](=O)[O-])c1ccccn1,1,0.2,4,104,-0.1,-2,-2,-5,10
Cn1c(=O)c([N+](=O)[O-])c(NCc2ccc3c(c2)OCO3)c2ccccc21,0,0.1,-1,100,0.1,1,6,8,-1
NC(=O)CN1C(=O)C(O)(CC(=O)/C=C\c2ccc3c(c2)OCO3)c2ccccc21 (stereo not given),-1,-0.1,0,108,0.1,-9,9,3,1
COc1ccc(CC(=O)Nc2ccc(S(=O)(=O)Nc3cc(OC)nc(OC)n3)cc2)cc1,-5,0.2,-5,118,-1.3,-16,-9,-21,-10
O=C(c1ccc(N2CCN(CCO)CC2)nc1)N1CCOCC1,1,0.0,-11,86,-0.7,3,4,7,1
CN(C)c1ccc(C2CC(=O)NC3=C2C(=O)CC(C)(C)C3)cc1 (stereo not given),-4,0.0,3,110,3.5,7,-1,4,-2
COCCN(CCOC)C(=O)c1ccc(NS(=O)(=O)c2ccc3c(c2)OCCO3)cc1,-3,-0.2,-11,114,-0.9,-4,3,-8,3
CCCCN(CCCC)C(=O)c1cc(Cl)ccc1[N+](=O)[O-],-2,0.0,-16,117,0.6,-7,0,-1,-5
Cn1c(C=O)c(C#CC(C)(C)O)c2ccccc21,x,-0.1,-8,85,x,x,4,8,6
